Assay outcomes (PubChem BioAssay)
EPAC2 antag – EPAC2 (human) antagonism; Q8WZA2; EPAC2 GEF exchange of Rap1B-BODIPY-GDP, fluorescence; Potency, µM (doses to about 114 µM), without a hit: top-dose activity, negative = inhibition, actives largely listed as inhibitors; 0.18% of 360,000 active; note: potency is the fitted concentration of half-maximal effect; % is set by controls: 0 for no effect and ±100 for the full control effect; nearly all actives have a fitted effect of over 45% in size; many of its hits are not listed in these tables
EPAC2 agonist – agonists of human EPAC2 (RAPGEF4). 0.079% of 360,000 active. EPAC2 activation, biochemical qHTS; response scale: 100% = 6.5 mM cAMP response. Potency, µM (top dose mostly 154 µM), without a hit: top-dose activation, hits mostly activators; note: potency is the fitted concentration of half-maximal effect; nearly all actives have a fitted effect of over 50% in size
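Compounds were titrated in qHTS against a Rap1B-BODIPY-GDP (250 nM) complex with EPAC2 (100 nM) and GDP (50 uM). BODIPY-GDP release tracked at 480/540 nm over 30 min at room temperature, normalized to 6.5 mM cAMP.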
FUS suppressor – rescues growth of FUS-expressing yeast | Potency, µM (doses to about 76.6 µM), for the others: top-dose growth rescue (activation), most hits filed as activators | 0.24% of 390,000 active | S. cerevisiae FUS-expressing, growth rescue, OD600, 24 h;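 note: potency is the fitted concentration of half-maximal effect; plate controls were DMSO vehicle for no effect and reference control for full effect; nearly all actives have a fitted effect of over 55% in size; some results filed as inactive show a strong effect at the top dose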
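Compound concentration series was pinned onto galactose-induced FUS-expressing yeast seeded at OD 0.005. Plates sat 24hr at 30C; absorbance at 600 nm gave growth. DMSO served as background control.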
D3 ag – D3 dopamine receptor (human) agonism | max activation, % | 0.58% of 410,000 active | P35462 | D3R DiscoveRx beta-arrestin cells, luminescence, 90 min; in the data active = max activation above about 30%; note: 0% is about no effect; mostly tested at two doses, the higher about 12 µM
Target sequence (P35462 whole entry, looked up): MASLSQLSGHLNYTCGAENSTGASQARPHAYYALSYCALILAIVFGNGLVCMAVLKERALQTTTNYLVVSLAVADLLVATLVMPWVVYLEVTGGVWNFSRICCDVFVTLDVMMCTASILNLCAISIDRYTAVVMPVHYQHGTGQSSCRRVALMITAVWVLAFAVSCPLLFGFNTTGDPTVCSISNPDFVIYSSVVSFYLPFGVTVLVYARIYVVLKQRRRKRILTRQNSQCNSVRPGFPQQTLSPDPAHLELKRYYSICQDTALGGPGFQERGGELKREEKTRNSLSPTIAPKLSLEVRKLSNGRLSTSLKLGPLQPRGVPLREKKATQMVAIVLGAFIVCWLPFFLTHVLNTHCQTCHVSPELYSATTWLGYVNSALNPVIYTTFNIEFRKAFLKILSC
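Agonist-mode cell screen: cells plated at 1500/well and incubated overnight at 37 °C, then exposed to library compounds for 90 min at 37 °C. Detection reagent was added for 30–60 min at room temperature, and luminescence was read.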
aSyn rescue – rescues yeast growth from alpha-synuclein toxicity | Potency, µM (series often up to 46.1 µM), for the others: at the highest dose growth rescue (activation), most hits filed as activators | Yeast expressing alpha-synuclein, growth rescue, BacTiter-Glo, 24 h | 0.14% of 370,000 active; note: potency is the fitted concentration of half-maximal effect; % of control where 0% means no effect; nearly all actives have a fitted effect of over 65% in size
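Galactose-induced alpha-syn yeast (OD600=0.02, raffinose-pregrown) + pinned cpd, 24 hr, 30 deg C; growth by BacTiter-Glo luminescence. Growth restoration scores as activation.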
D3 antag – D3 dopamine receptor (human) antagonism; D3R cells, DiscoveRx beta-arrestin luminescence, antagonist mode; hits give low values; 2.5% of 360,000 active; AID 652054; max response, negative = inhibition, %; in the data active = max response below about -50%; inconclusive = no clear call, values can overlap the other calls; note: % is set by controls: 0 for no effect and ±100 for the full control effect; mostly tested at two doses, the higher about 12 µM
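Cells expressing the human receptor were seeded at 1500 cells/well, incubated overnight at 37 degrees C in 5% CO2, then exposed to library compounds with dopamine controls for 90 minutes at 37 degrees C before luminescent detection.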
Abeta rescue – A-beta toxicity reversal in yeast | Potency, µM (titrated, usually from 46.1 µM), for inactives: at the highest dose growth rescue, usual class: activators | yeast expressing A-beta42, growth rescue, OD600, 48 h; response scale: 0% DMSO, 100% iron-clioquinol control | 0.063% of 410,000 active; note: potency is the fitted concentration of half-maximal effect; nearly all actives have a fitted effect of over 55% in size
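Growth rescue measured by 600 nm absorbance after 48 h yeast culture at 30 C with compound. Values normalized between DMSO and an equimolar ferric chloride plus clioquinol control.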
TDP-43 yeast inh – rescues yeast growth from TDP-43 toxicity; Potency, µM (highest dose often 46.1 µM), for the others: top-dose growth rescue (activation), most hits filed as activators; 1.8% of 410,000 active; TDP-43 expressing yeast growth rescue, BacTiter-Glo, 24 h; note: potency is the fitted concentration of half-maximal effect; % of control where 0% means no effect; nearly all actives have a fitted effect of over 50% in size
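In this qHTS, compounds that restore growth of yeast expressing TDP-43 appear as activators. Cells (OD600=0.02, galactose medium, raffinose-pregrown) are incubated with compound 24 hr at 30 deg C and growth is quantified by BacTiter-Glo.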
Numbers without * were called inactive; ? = inconclusive; . = no result given; & = joins results of further samples; [ ] = dose if it differs, or a comment. Unless noted, calls come from the whole dose curve; as a rule, active = well fitted curve in the direction sought with a large enough effect; inconclusive = small, poorly fitted or top-dose-only effect, or another doubt; inactive = no such curve, though single readings can be large; an effect the other way counts as inactive or inconclusive. Some of the compounds tested; the hit share may differ from the screen's.

1: CC(C)CN(C(=O)c1cccc(Cl)c1)c1c(N)n(Cc2ccccc2)c(=O)[nH]c1=O
2: Cc1ccc2c(n1)CC(C)(C)CC2=O
3: Cc1cccc(C)c1NC(=O)c1sc(Cl)nc1C
4: COc1cccc(CN2CCN(c3cccc(C(F)(F)F)c3)CC2)c1OC
5: Cc1cccc(NC(=O)N2CCN3CCCCC3C2)c1C (stereo unspecified)
6: COc1ccc(Cn2ccnc2SCC(=O)NC2CCCC2)cc1
7: C=C1C(=O)[C@]23C[C@H]1CC[C@H]2[C@]1(C)[C@@H](OC(C)=O)CC[C@@](C)(C(=O)O)[C@H]1C[C@@H]3O
8: O=C(CN(C(=O)Cn1nnc(-c2ccc(F)cc2)n1)C1CCCC1)NC1CCCC1
Compound	1	2	3	4	5	6	7	8
EPAC2 antag	5%	10%	2%	-15%	.	-1%	8%	9%
EPAC2 agonist	-1%	-4%	0%	22%	.	9%	8%	-6%
FUS suppressor	19%	-1%	.	5%	-8%	-3%	3%	?
D3 ag	5	0	-1	-29	4	-3&2	-10	12
aSyn rescue	-5%[1.84 µM]	3%	2%	-6%	.	1%	?	0%
D3 antag	-4	28	2	-73*	.	3	?	-24
Abeta rescue	-12%	11%	-5%	-2%	-13%	0%&-7%	-33%[inhibitor]	-15%
TDP-43 yeast inh	5%	-1%	0%	0%	0%	0%	11µM*	-26%

9: CCn1c2ccccc2c2cc(NC(=O)c3ccc(=O)oc3)ccc21
10: CCOC(=O)CSc1nc(C)c2cccc(C)c2n1
11: OC(COc1ccc2c(c1)OCO2)CN1CCCCC1 (stereo unspecified)
12: COC(=O)c1c(SCC(=O)Nc2ccccc2OC)[nH]c2ccccc2c1=O
13: COc1cc(NC(=O)c2cc(-c3cccs3)on2)c(OC)cc1Cl
14: CCOC(=O)C(CC(=O)O)NCc1ccco1 (stereo unspecified)
15: O=C(c1ncn(Cc2ccccc2)c1C(=O)N1CCN(c2ccccc2)CC1)N1CCN(c2ccccc2)CC1
16: Cn1nc(CC(=O)Nc2ccc3c(c2)OCCO3)c2ccccc2c1=O
Compound	9	10	11	12	13	14	15	16
EPAC2 antag	25%	-18%	11%	.	.	-8%	-26%	11%
EPAC2 agonist	100µM*	11%	-1%	.	.	1%	6%	7%
FUS suppressor	28%	5%	-37%	16%	-2%	23%	?	-3%
D3 ag	6	-1	-13	-3	-2	-2	15	8
aSyn rescue	4%	15%	6%	.	.	-2%	6%	6%
D3 antag	9	-6	-7	.	.	-23	7	19
Abeta rescue	2%	-8%	-7%	-13%	-22%	-11%	9%	11%
TDP-43 yeast inh	5%	18%	0%	-5%	16%	-3%	22%	28%

Reprinted at random: four entries already listed.
16: Cn1nc(CC(=O)Nc2ccc3c(c2)OCCO3)c2ccccc2c1=O
1: CC(C)CN(C(=O)c1cccc(Cl)c1)c1c(N)n(Cc2ccccc2)c(=O)[nH]c1=O
8: O=C(CN(C(=O)Cn1nnc(-c2ccc(F)cc2)n1)C1CCCC1)NC1CCCC1
14: CCOC(=O)C(CC(=O)O)NCc1ccco1 (stereo unspecified)
Compound	16	1	8	14
EPAC2 antag	11%	5%	9%	-8%
EPAC2 agonist	7%	-1%	-6%	1%
FUS suppressor	-3%	19%	?	23%
D3 ag	8	5	12	-2
aSyn rescue	6%	-5%[1.84 µM]	0%	-2%
D3 antag	19	-4	-24	-23
Abeta rescue	11%	-12%	-15%	-11%
TDP-43 yeast inh	28%	5%	-26%	-3%

Remaining list, next part:
17: O=C(NCCC1=CCCCC1)c1ccc(F)cc1
18: NS(=O)(=O)c1ccc(N/N=C/C=C/c2ccccc2[N+](=O)[O-])cc1
19: Cc1cc(C(=O)N2CCC2(C)C(=O)Nc2cccc3c2CCCC3)nn1C (stereo unspecified)
20: Cc1ccc(C)c(N2CCN(Cc3nnc(-c4ccc5c(c4)OCO5)o3)CC2)c1
21: CCCCN(C(=O)c1ccc([N+](=O)[O-])s1)c1c(N)n(CC(C)C)c(=O)[nH]c1=O
22: Cc1cc(CNC(=O)CC2C(=O)NCCN2Cc2ccccc2C(F)(F)F)nn1C (stereo unspecified)
23: COC(=O)c1ccc(CNCC(O)COc2ccc(-c3ccccc3)cc2)cc1 (stereo unspecified)
24: CN(C)CCP(=O)(c1ccccc1)c1ccccc1
Compound	17	18	19	20	21	22	23	24
EPAC2 antag	15%	-4%	2%	.	4%	0%	-3%	12%
EPAC2 agonist	9%	7%	5%	.	3%	11%	-8%	-3%
FUS suppressor	.	-13%	-10%	13%	9%	5%	14%	13%
D3 ag	-12	5	2	-6	-13	5	-14	-1
aSyn rescue	-10%	3%	2%	.	-1%	2%	5%	1%
D3 antag	-10	2	22	.	-12	0	3	4
Abeta rescue	-7%	-3%	-5%	-6%	-3%	9%	-7%	-5%
TDP-43 yeast inh	8%	6%	?	20%	-6%	0%	-12%	-14%

25: CCCNc1ncccc1C(N)=O
26: CC(=O)Nc1ccc(S(=O)(=O)NC(CC(=O)O)c2ccc(C)cc2)cc1 (stereo unspecified)
27: O=C(NC1CC(=O)N(c2ccc(F)cc2)C1)c1ccco1 (stereo unspecified)
28: CC(=O)Nc1ccc(-c2cc(NC(C)=O)n(-c3ccccc3)n2)cc1
29: C=CCn1c(SCCC(=O)O)nc2c1c(=O)n(C)c(=O)n2C
30: CCOC(=O)c1cc2c(N)c(C(=O)c3ccc(Br)cc3)sc2[nH]c1=O
31: Nn1c(SCC(=O)Nc2nccs2)nnc1-c1ccco1
32: C=CSc1sc(Cl)c(N2CCOCC2)c1[N+](=O)[O-]
Compound	25	26	27	28	29	30	31	32
EPAC2 antag	-2%	6%	.	-2%	18%	10%	1%	?
EPAC2 agonist	3%	5%	.	-8%	1%	6%	13%	-9%
FUS suppressor	10%	-20%	8%	0%	11%	-6%	20%	0%
D3 ag	-2	10	1	5	-11	-11	-11	1
aSyn rescue	0%	0%	.	5%	1%	0%	0%	0%
D3 antag	0	22	.	0	-12	-16	-15	10
Abeta rescue	3%	12%	-10%	3%	-15%	9%	-2%	-27%
TDP-43 yeast inh	1%	14%	5%	9%	-9%	-10%	-3%	26%[9.22 µM]

33: CCN1C[C@@H]2[C@@H]3C(=O)N(Cc4ccccc4)C(=O)[C@@H]3[C@](Cc3ccccc3)(C1=O)N2C(=O)c1ccc(Cl)cc1
34: CCOc1ccc(Cn2c(C)nc([N+](=O)[O-])c2SCC(O)CCl)cc1[N+](=O)[O-] (stereo unspecified)
35: O=C(NCCc1ccc(Cl)cc1)c1ccc2c(c1)OCO2
36: CCOC(=O)c1c(C)[nH]c(C)c1S(=O)(=O)N1CCCC(C(=O)Nc2cccc(CC)c2)C1 (stereo unspecified)
37: CC(=O)c1c(OCC(=O)O)ccc2c(C)cc(=O)oc12
38: C/C(CC(=O)Nc1cc(Cl)ccc1Cl)=N\NC(=O)c1ccccc1Br
39: O=C(CN1C(=O)NC2(CCCCCCC2)C1=O)Nc1cccc(Br)c1
40: Cc1nc2c(c(SCC(=O)Nc3ccccc3C(F)(F)F)n1)CCC2
Compound	33	34	35	36	37	38	39	40
EPAC2 antag	-3%	1%	1%	.	1%	3%	-13%	.
EPAC2 agonist	5%	12%	10%	.	3%	2%	-9%	.
FUS suppressor	12%	-3%	-5%	27%	10%	17%	.	14%
D3 ag	-5	2	2	8	2	-4	-6	18
aSyn rescue	0%	0%	0%	.	-2%	1%	7%	.
D3 antag	6	17	-4	.	9	-12	-22	.
Abeta rescue	-1%	2%	0%	-9%	-6%	11%	-13%	-3%
TDP-43 yeast inh	-2%	-8%	1%	0%	-18%	7%	16%	19%

41: O=C(c1ccccn1)N1CCN(S(=O)(=O)c2ccc3ccccc3c2)CC1
42: Cc1cc(=S)[nH]c2c(C)cccc12
43: O=C(CCC1N=C2c3ccccc3N=C(SCC(=O)NCCc3ccccc3)N2C1=O)NCc1ccc(F)cc1 (stereo unspecified)
44: O=C(NC(Nc1nc2ccc([N+](=O)[O-])cc2s1)(C(F)(F)F)C(F)(F)F)c1cccnc1
45: COc1ccc(-c2ccc(C(=O)Nc3ccc(C(C)C)cc3)c3occc23)c(C)c1
46: Cn1c(N)c(C(=O)COC(=O)COc2ccc(Cl)cc2Cl)c(=O)n(C)c1=O
47: CCOC(=O)C1=C(C(=O)OCC)c2ccc(OC)c(OC)c2C1
48: CCN1C(=O)[C@@H]2[C@H](C1=O)[C@@H]1C[C@H]3C(=O)N(CC)C(=O)[C@H]3[C@@H]3C1=C(C(=O)N1C(=O)OC(=NCC4CC4)[C@]31C)[C@@H]2C
Compound	41	42	43	44	45	46	47	48
EPAC2 antag	-4%	-5%	.	-18%	16%	9%	?	-6%
EPAC2 agonist	3%	-10%	.	-2%	0%	7%	1%	1%
FUS suppressor	-4%	14%	13%	-21%	-7%	12%	25%	-23%
D3 ag	0	5	-17	-3	-1	2	-8	-11
aSyn rescue	4%	2%	.	-7%	-10%	0%	12%	-3%
D3 antag	2	?	.	-20	-21	19	8	-28
Abeta rescue	-3%	13%	4%	-11%	22%	7%	1%	-19%
TDP-43 yeast inh	9%	?	15%	24%	18%	17%	-6%	2%

49: COC(=O)c1cc2occc2n1CC(=O)Nc1cccc(SC)c1
50: COc1ccc(-c2cc(C(F)(F)F)nc(SCC(=O)Nc3cc(C)on3)n2)cc1
51: Cc1cccc(N(C)C(=O)CSc2nc3ncccc3o2)c1
52: COCCNC(=O)c1onc(CSc2ccccc2)c1C(=O)NCCOC
53: CCOC(=O)C1CCC(CN(Cc2ccc(Cl)cc2)S(=O)(=O)c2cccc(Cl)c2C)CC1 (stereo unspecified)
54: COc1ccc(C(=O)N2CCN(CCc3ccccc3)CC2)cc1[N+](=O)[O-]
55: Cc1cccc(N2CCN(c3nc4ccccc4c(=O)n3-c3ccc(Cl)cc3)CC2)c1C
56: c1ccc(-c2csc(Nc3cccnc3)n2)cc1
Compound	49	50	51	52	53	54	55	56
EPAC2 antag	.	-4%	.	16%	.	21%	.	-1%
EPAC2 agonist	.	-4%	.	0%	.	9%	.	4%
FUS suppressor	12%	23%	14%	-25%	-21%	19%	11%	17%
D3 ag	-1	-2	-2	-13	-14	-1	2	-7
aSyn rescue	.	-1%	.	0%	.	-6%	.	1%
D3 antag	.	12	.	0	.	-3	.	-2
Abeta rescue	-5%	11%	-17%	7%	-10%	-7%	21%	-25%
TDP-43 yeast inh	20%	10%	13%	16%	9%	-25%	?	-12%
